NCI-60 one-dose screen, 48 h, at 10 µM unless noted. Numbers give growth in % (100 = growth as untreated, 0 = no growth, -100 = all killed).
NCI-H322M = NCI-H322M lung cancer. actives 2.7% (n = 80,000). AID 1794733
NCI-H522 = NCI-H522 lung cancer | actives 8% (n = 78,000) | AID 1794739
HCT-15 = HCT-15 colon cancer. actives 5.2% (n = 82,000). AID 1794746
NCI-H460 = NCI-H460 lung cancer. actives 6.8% (n = 82,000)
NCI-H226 = NCI-H226 lung cancer | actives 3.5% (n = 79,000) | AID 1794732
HCT-116 = HCT-116 colon cancer | actives 7.3% (n = 82,000) | AID 1794798
COLO 205 = COLO 205 colon cancer | actives 7.3% (n = 79,000) | AID 1794742
NCI/ADR-RES = NCI/ADR-RES ovarian cells. actives 4.4% (n = 81,000). AID 1794790
NCI-H23 = NCI-H23 lung cancer; actives 4% (n = 80,000); AID 1794731
Active calls of the source: *; · = no result given; [ ] = remark or other dose. Rule for the calls: active = growth percent below 10; inactive = the rest.

no.	smiles	NCI-H23	NCI-H522	NCI/ADR-RES	COLO 205	HCT-15
1	Cc1ccc(-c2cc(NS(=O)(=O)/C=C/c3ccccc3)n[nH]2)cc1	98.4	94.4	88.9	117.8	103.1
2	OC(COC(N(F)F)(N(F)F)N(F)F)C(O)COC(N(F)F)(N(F)F)N(F)F (stereo unspecified)	104.8	97.4	99.1	105.2	113.4
3	COc1nc2c(cc1S(=O)(=O)c1ccccc1)CCc1c-2cnn1-c1ccccc1Cl	·	15.3	70.2	70.4	51.5
4	COc1ccc(C(c2cc(OC)c(OC)c(OC)c2)N2CCCC2)cc1 (stereo unspecified)	85.3	58.5	69.4	71.2	52.7
5	COC(=O)c1cc([N+](=O)[O-])ccc1NC(C)=O	100.2	98.4	103.2	112.3	103.0
6	CN1C(=O)N(C)C2C1NN=c1s/c(=C\c3ccc(Cl)cc3Cl)c(=O)n12 (stereo unspecified)	29.0	17.5	14.9	1.8*	15.8
7	O=C(Nc1ccc(NC(=O)c2ccccc2)c2c1C(=O)c1ccccc1C2=O)c1ccccc1	101.0	85.5	101.5	126.5	101.9
8	Cc1cc2cc3c(=O)[nH]c(=O)cc-3n(CC(O)C(O)C(O)CO)c2cc1C (stereo unspecified)	106.3	96.2	105.5	93.1	104.9
9	O=C1c2cccnc2-c2ncccc21	105.2[100 µM]	104.2[100 µM]	102.2[100 µM]	123.0[100 µM]	110.6[100 µM]
10	Nc1cc2nc3ccccc3sc-2cc1=O	50.0	66.0	81.1	103.6	55.2
11	O=C(c1cccc(F)c1)n1ccc2cc(NC(=S)NCCN3CCOCC3)ccc21	96.1	94.3	95.5	109.3	97.0
12	O=C(Nc1ccc(Cl)cc1)c1cccc([N+](=O)[O-])c1	76.4	66.9	90.8	90.1	69.8
13	C/C=C(/Cl)c1c(C)cc(C)cc1C	96.9	75.5	96.8	104.7	115.8
14	O=C(c1ccncc1)N1N=C(c2ccc(Cl)cc2)C[C@H]1c1cn(-c2ccccc2)nc1-c1ccccc1	91.5	96.1	87.0	119.4	82.4
15	CSC1=C(C#N)C(=N)N2C(=NN1)Sc1c(C)ccc(C)c12	98.0	93.8	112.6	105.9	110.5

no.	NCI-H226	NCI-H460	HCT-116	NCI-H322M
1	101.8	112.5	88.2	107.9
2	101.4	103.7	106.0	103.6
3	51.8	67.0	48.4	·
4	87.6	84.3	62.3	87.5
5	99.9	108.2	106.5	106.1
6	·	3.0*	8.5*	38.3
7	96.2	104.7	110.6	105.7
8	109.8	101.2	101.3	119.3
9	90.0[100 µM]	111.0[100 µM]	106.7[100 µM]	100.9[100 µM]
10	84.4	75.0	72.7	93.8
11	88.8	101.7	97.6	96.8
12	68.6	99.7	73.0	87.8
13	107.9	103.0	91.1	110.5
14	89.9	88.2	73.5	92.7
15	100.2	105.1	99.6	100.8

Two entries from above, with each value named.
10) Nc1cc2nc3ccccc3sc-2cc1=O
- NCI-H23 = 50.0
- NCI-H522 = 66.0
- NCI/ADR-RES = 81.1
- COLO 205 = 103.6
- HCT-15 = 55.2
- NCI-H226 = 84.4
- NCI-H460 = 75.0
- HCT-116 = 72.7
- NCI-H322M = 93.8

11) O=C(c1cccc(F)c1)n1ccc2cc(NC(=S)NCCN3CCOCC3)ccc21
- NCI-H23 = 96.1
- NCI-H522 = 94.3
- NCI/ADR-RES = 95.5
- COLO 205 = 109.3
- HCT-15 = 97.0
- NCI-H226 = 88.8
- NCI-H460 = 101.7
- HCT-116 = 97.6
- NCI-H322M = 96.8

More compounds:
no.	smiles	NCI-H23	NCI-H522	NCI/ADR-RES	COLO 205	HCT-15
16	COc1ccc(C(=O)C[n+]2ccccc2Cl)cc1	105.3	86.9	99.4	105.3	95.6
17	C/C(=N\NC(=O)c1ccc(S(N)(=O)=O)cc1)c1cc2cc(Br)ccc2oc1=O	104.2	94.1	102.6	·	97.9
18	CCOC(=O)c1cc(C(=O)c2ccc(OC)c(OC)c2)n2ccc(-c3ccccn3)cc12	78.0	-3.9*	65.6	65.5	83.0
19	CC(=O)/C(=C/N1CC(=O)NC1=S)C(=O)Nc1ccccc1C	99.1	110.3	104.9	112.6	107.4
20	c1cc(N2CCOCC2)nc(NCCNc2nc(N3CCOCC3)nc(N3CCOCC3)n2)n1	112.3	89.7	107.7	104.4	96.6
21	Clc1ccc(C=Nc2ccc3c(c2)Cc2ccccc2-3)cc1	103.7	96.9	100.6	107.1	102.6
22	Clc1ccc2c(NC3CCC(N4CCOCC4)CC3)ccnc2c1 (stereo unspecified)	62.2	80.8	77.2	81.4	93.5
23	CCOc1ccccc1/C=N\Nc1ccc([N+](=O)[O-])cn1	101.9	98.0	104.4	116.0	109.5
24	Cc1ccc(NC(=O)N/N=C/c2c[nH]c3ccccc23)c(C)c1	12.6	-36.8*	3.9*	-51.5*	9.1*
25	N#Cc1c(-c2ccc(Cl)cc2)cc(-c2cc3ccccc3o2)nc1SCC(=O)c1ccc(Cl)cc1	91.7	97.5	97.9	106.0	91.4
26	CCCCn1c(=O)[nH]c2c(c1=O)C(c1ccc(F)cc1)c1c([nH]c(=O)n(CCCC)c1=O)N2	98.3	84.4	102.1	103.9	99.4
27	CCOC(=O)C1=C(C)NC(SCc2nc(C)c(C)nc2C)N=C1c1ccc(OC)cc1 (stereo unspecified)	83.2	75.9	89.7	106.4	90.0
28	NS(=O)(=O)c1ccc(CCN=C=S)cc1	32.7	-69.8*	83.6	-36.7*	0.4*
29	COc1ccc(Nc2nc(N)nc3c2CCc2occc2-3)cc1	92.4	76.9	96.2	116.4	92.0
30	O=C(O)CC(NC(=O)c1ccccc1)C(=O)O (stereo unspecified)	92.0	90.8	98.8	106.9	99.0

no.	NCI-H226	NCI-H460	HCT-116	NCI-H322M
16	111.0	107.5	97.2	92.4
17	·	101.0	99.7	98.4
18	49.9	17.9	99.9	58.7
19	88.7	101.9	103.6	108.0
20	98.2	102.1	102.6	90.5
21	97.5	105.7	101.2	102.0
22	68.9	81.8	47.0	100.6
23	110.1	106.9	105.8	109.2
24	12.6	5.8*	-15.3*	42.0
25	102.4	107.1	94.1	103.8
26	93.0	107.1	93.3	96.4
27	82.4	92.6	88.9	94.2
28	·	56.7	0.7*	85.2
29	97.1	108.2	90.0	95.3
30	99.0	107.8	92.0	98.3

(more compounds)
no.	smiles	NCI-H23	NCI-H522	NCI/ADR-RES	COLO 205	HCT-15
31	OC(c1ccccc1)C(NC(Cc1ccccc1)c1ccccc1)c1ccccc1 (stereo unspecified)	81.8	67.1	82.6	100.7	89.2
32	CCCCNC(=O)N1CC(C(=O)OC)CC1=O (stereo unspecified)	105.1	83.7	108.4	·	100.5
33	CC(C)(C)CC(C)(C)NCc1cc(C(C)(C)C)cc(CNC(C)(C)CC(C)(C)C)c1O	38.7	8.7*	55.0	0.9*	56.8
34	COc1ccc(-c2cc(-c3cccs3)n(Cc3ccccc3)c(=O)c2C#N)cc1	79.0	89.7	84.4	117.6	104.4
35	Cc1ccc(C(=O)OCCC(C)C)cc1	102.0	110.9	109.1	115.2	108.3
36	CCN(CC)c1ccc(C=Nc2cc(C(C)C)c(O)cc2C)cc1	93.6	72.2	104.1	103.3	95.3
37	O=C(N[C@@H](CC(=O)N1CCn2c(nnc2C(F)(F)F)C1)Cc1cc(F)c(F)cc1F)c1ccc(O)cc1	92.9	72.8	99.5	97.4	105.0
38	O=C(CNc1nnc(-c2ccc(Cl)cc2)o1)Nc1ccc(-c2nc3ccccc3s2)cc1	88.7	77.1	98.9	104.3	89.6
39	Cc1ccc(-c2[nH]c(=S)[nH]c(=O)c2C#N)o1	97.7	92.9	113.3	110.3	109.5
40	O=CNc1ccccc1O	88.0	89.9	107.0	119.6	98.8
41	O=C(NCCc1ccc(O)c(O)c1)c1ccsc1Nc1ccnc(C(F)(F)F)c1	88.4	36.2	90.0	101.1	96.0
42	CCCCCC[n+]1cccc(C(N)=O)c1	97.0	90.7	102.2	113.1	98.2
43	CC#CC(=O)N1CCC[C@H]1c1nc(-c2ccc(C(=O)Nc3ccccn3)cc2)c2c(N)nccn12	96.4	37.1	94.3	81.6	87.8
44	CCOC(=O)c1[nH]n(-c2ccccc2)c(=O)c1/C=N/C(N)=S	93.9	78.8	101.7	110.7	106.9
45	COc1cc(-c2nn(-c3cccc(NC(=O)c4ccc(N5CCOCC5)c(C(F)(F)F)c4)c3)cc2-c2ccncc2)ccc1Cl	15.6	0.2*	-7.1*	-43.4*	16.7

no.	NCI-H226	NCI-H460	HCT-116	NCI-H322M
31	82.1	91.7	77.1	93.2
32	101.6	·	84.3	103.3
33	72.7	50.8	26.1	83.3
34	101.2	104.0	92.2	107.8
35	108.5	110.9	104.6	109.3
36	99.2	102.3	96.2	·
37	93.8	102.8	91.9	93.4
38	82.9	99.7	89.8	95.1
39	100.1	107.2	99.3	99.5
40	114.6	100.5	86.4	99.7
41	·	103.3	86.1	90.0
42	100.5	102.2	95.0	99.1
43	80.2	90.4	83.7	76.6
44	101.3	106.3	98.0	104.7
45	42.5	5.0*	8.3*	54.2

Of the compounds above, these have a cyano group.
no.	smiles	NCI-H23	NCI-H522	NCI/ADR-RES	COLO 205	HCT-15
15	CSC1=C(C#N)C(=N)N2C(=NN1)Sc1c(C)ccc(C)c12	98.0	93.8	112.6	105.9	110.5
25	N#Cc1c(-c2ccc(Cl)cc2)cc(-c2cc3ccccc3o2)nc1SCC(=O)c1ccc(Cl)cc1	91.7	97.5	97.9	106.0	91.4
34	COc1ccc(-c2cc(-c3cccs3)n(Cc3ccccc3)c(=O)c2C#N)cc1	79.0	89.7	84.4	117.6	104.4
39	Cc1ccc(-c2[nH]c(=S)[nH]c(=O)c2C#N)o1	97.7	92.9	113.3	110.3	109.5

no.	NCI-H226	NCI-H460	HCT-116	NCI-H322M
15	100.2	105.1	99.6	100.8
25	102.4	107.1	94.1	103.8
34	101.2	104.0	92.2	107.8
39	100.1	107.2	99.3	99.5

Remaining list, next part
no.	smiles	NCI-H23	NCI-H522	NCI/ADR-RES	COLO 205	HCT-15
46	C=Cn1c(O)c(N=NC(=O)c2ccc(S(N)(=O)=O)cc2)c2ccccc21	96.2	90.6	106.3	101.9	106.0
47	CCC(=O)Nc1nnc(Cc2ccc(OC)c(OC)c2)s1	60.4	·	81.3	28.2	31.7
48	CC(=O)O[C@H]1CC[C@]2(C)[C@H]3CC=C4[C@@H]5[C@@H](C)[C@H](C)CC[C@]5(C(=O)NC(COC(=O)C(Cl)Cl)(COC(=O)C(Cl)Cl)COC(=O)C(Cl)Cl)CC[C@@]4(C)[C@]3(C)CC[C@H]2C1(C)C	61.8	46.5	81.0	59.7	43.0
49	Cn1c(N)c(N=O)c(=O)[nH]c1=O	104.2	91.8	102.9	·	111.5
50	CCOc1cc(/C=N\Nc2ccc([N+](=O)[O-])cn2)ccc1O	98.9	97.6	104.7	128.5	107.0
51	COc1ccc2cc([C@H](C)CO)ccc2c1	95.1	102.5	96.6	111.4	108.4
52	COc1ccc(C(=O)/C=C/c2cc(C(F)(F)F)cc(C(F)(F)F)c2)cc1S(N)(=O)=O	-86.1*	-67.7*	-34.0*	-66.1*	-58.6*
53	FC(F)(F)c1cccc(Nc2nc3ccccc3nc2Nc2cccc(C(F)(F)F)c2)c1	39.7	-57.1*	77.9	-87.2*	2.3*
54	CCCCC1(CC)COC(c2ccccc2Cl)OC1 (stereo unspecified)	91.6	102.5	100.1	114.8	103.0
55	S=C(Nc1ccc(Oc2ccc(NC(=S)NC3CCCCC3)cc2)cc1)NC1CCCCC1	63.7	57.6	70.7	99.1	76.4
56	ClCC(Cl)[C@@H]1CC2C=CC1C2 (stereo partly specified)	101.7	99.6	104.8	127.1	109.2

no.	NCI-H226	NCI-H460	HCT-116	NCI-H322M
46	94.6	104.4	97.5	104.2
47	·	-43.7*	-68.2*	24.9
48	68.0	46.8	32.5	100.1
49	105.6	106.6	104.4	111.7
50	113.8	99.5	104.7	106.6
51	98.4	115.8	104.3	106.7
52	-69.7*	-24.0*	-59.1*	-73.8*
53	·	-59.4*	-41.7*	-28.0*
54	105.8	109.5	101.6	105.8
55	73.8	83.2	65.6	79.1
56	91.7	112.7	98.4	108.4

Some of the entries so far, with each value named:
53) FC(F)(F)c1cccc(Nc2nc3ccccc3nc2Nc2cccc(C(F)(F)F)c2)c1
  NCI-H23 = 39.7	NCI-H522 = -57.1*	NCI/ADR-RES = 77.9	COLO 205 = -87.2*	HCT-15 = 2.3*	NCI-H226 = ·	NCI-H460 = -59.4*	HCT-116 = -41.7*	NCI-H322M = -28.0*
54) CCCCC1(CC)COC(c2ccccc2Cl)OC1 (stereo unspecified)
  NCI-H23 = 91.6	NCI-H522 = 102.5	NCI/ADR-RES = 100.1	COLO 205 = 114.8	HCT-15 = 103.0	NCI-H226 = 105.8	NCI-H460 = 109.5	HCT-116 = 101.6	NCI-H322M = 105.8
55) S=C(Nc1ccc(Oc2ccc(NC(=S)NC3CCCCC3)cc2)cc1)NC1CCCCC1
  NCI-H23 = 63.7	NCI-H522 = 57.6	NCI/ADR-RES = 70.7	COLO 205 = 99.1	HCT-15 = 76.4	NCI-H226 = 73.8	NCI-H460 = 83.2	HCT-116 = 65.6	NCI-H322M = 79.1

Screen by screen, as entered above:
Nos. 52 to 56 in NCI/ADR-RES, in turn: -34.0*, 77.9, 100.1, 70.7, 104.8

Compound activity from PubChem.
